High-throughput results from PubChem BioAssay.
JMJD2C inh = human JMJD2C demethylase inhibition | Q9H3R0 | GST-JMJD2C(1-420) H3K9me3 demethylation, DELFIA europium | inhibition, % at 2.35 µM | hit rate 0.069% among 330,000 | AID 2099;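 active = more than half of a compound's replicate wells show inhibition beyond 50%, single wells judged on their own value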;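 note: signal counts dimethyl H3K9 product captured on neutravidin plate; 0% = median of DMSO wells and 100% = 0.3 times that DMSO median; strong numbers were not always called active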
PREPL inh = inhibits the human prolyl oligopeptidase-like enzyme; Q4J6C6; AID 2751; hit rate 0.68% among 320,000; inhibition, % at 5.96 µM; recombinant PREPL, fluorescence polarization activity-based probe; in the data active = inhibition above about 43%;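 note: 0% = enzyme with DMSO and 100% = wells lacking enzyme; many of its hits are not listed in these tables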
PP5 primary = inhibitors of human protein phosphatase 5 (PP5) | P53041 | purified PP5c, OMFP substrate fluorescence | inhibition, % at 6.7 µM | hit rate 0.18% among 320,000 | AID 1987;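 active = inhibition above the campaign's mean inhibition across all tested compounds plus 3 SD, cut at about 9.5% in these data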;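 note: 0% = DMSO only and 100% = 100 µM cantharidin control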
Target sequence (P53041 whole entry, looked up): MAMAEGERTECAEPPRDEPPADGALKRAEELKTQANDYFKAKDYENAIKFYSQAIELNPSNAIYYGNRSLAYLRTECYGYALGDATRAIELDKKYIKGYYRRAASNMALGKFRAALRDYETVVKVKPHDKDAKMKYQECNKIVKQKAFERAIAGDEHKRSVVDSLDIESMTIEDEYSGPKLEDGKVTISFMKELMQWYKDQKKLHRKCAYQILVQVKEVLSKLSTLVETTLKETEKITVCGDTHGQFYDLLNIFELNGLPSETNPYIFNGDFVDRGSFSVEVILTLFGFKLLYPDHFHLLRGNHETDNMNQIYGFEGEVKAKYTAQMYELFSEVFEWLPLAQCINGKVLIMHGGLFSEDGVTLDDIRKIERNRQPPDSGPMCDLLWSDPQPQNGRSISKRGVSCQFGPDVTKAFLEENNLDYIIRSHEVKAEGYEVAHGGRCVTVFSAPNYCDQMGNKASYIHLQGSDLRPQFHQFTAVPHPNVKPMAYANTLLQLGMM
Fh CTSL1 inh = blocks F. hepatica cathepsin L1 in PFM18AAP counter-screen; inhibition, % at 5.96 µM; hit rate 0.49% among 300,000; recombinant F. hepatica cathepsin L1, Z-Leu-Arg-MCA fluorescence; AID 1906;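 active = inhibition above the mean of all tested compounds plus 3 SD, set per screening campaign, cut at about 17% in these data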;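 note: 0% = plate median of test compound wells and 100% = 1 µM Z-Phe-Ala-diazomethylketone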
PP1 inh = counter-screen for PP5 inhibitors: inhibitors of human PP1-alpha; purified PP1alpha, OMFP fluorescence; P62136; AID 2235; hit rate 0.9% among 320,000; inhibition, % at 6.7 µM;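 active = inhibition above the mean inhibition of all tested compounds plus 3 SD, computed separately for each screening campaign, cut at about 15% in these data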
Target sequence (P62136 whole entry, looked up): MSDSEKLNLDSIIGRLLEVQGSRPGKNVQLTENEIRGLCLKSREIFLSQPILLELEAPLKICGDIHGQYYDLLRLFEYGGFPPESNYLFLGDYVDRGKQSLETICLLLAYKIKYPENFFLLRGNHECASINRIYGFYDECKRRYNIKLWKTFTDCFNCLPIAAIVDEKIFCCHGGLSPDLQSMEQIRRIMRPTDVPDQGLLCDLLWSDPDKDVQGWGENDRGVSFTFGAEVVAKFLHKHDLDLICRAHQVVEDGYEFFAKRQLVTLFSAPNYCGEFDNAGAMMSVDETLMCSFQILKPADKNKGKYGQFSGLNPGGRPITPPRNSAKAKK
HCV core dimer = blocks dimerization of HCV core protein. TR-FRET GST/Flag-core106 dimerization, 1536-well. inhibition, % at 5 µM. hit rate 0.33% among 300,000. AID 1899;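 active = inhibition above the mean of all tested compounds plus 3 SD, set per screening campaign, cut at about 45% in these data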
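Material: GST/Flag-tagged HCV core106 proteins. Incubation: 4 h, 22.5 °C incubation. Read-out basis: inhibition (%) from 671 over 617 nm ratio. Measured by: TR-FRET, excitation 340 nm, emission 617 and 671 nm.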
TPT1 inh = C. albicans TPT1 enzyme inhibition | inhibition, % at 5 µM | hit rate 0.81% among 300,000 | AID 1962 | recombinant caTPT1, FP RNA substrate dephosphorylation;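 active = inhibition above the mean of all tested compounds plus 3 SD, set per screening campaign, cut at about 24% in these data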;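 note: plate controls were DMSO alone for no effect and ferristatin control at 100 nM for full effect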
Efflux pump inh = inhibitors of Candida antifungal efflux pumps expressed in yeast; S. cerevisiae Candida pump triplex, Nile Red efflux; AID 485275; hit rate 0.44% among 330,000; inhibition, % at 10 µM;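 active = plate passing quality check with inhibition over a set limit, or well fluorescence over plate mean plus 4 SD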;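 note: Nile Red retained in pooled yeast measured as flow cytometry median fluorescence; 0% = buffer negative control and 100% = Enniatin B positive control; higher means more Nile Red kept so more efflux inhibition; some compounds called inactive have numbers as strong as hits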
LYPLA2 inh = counter-screen for PME1 inhibitors: inhibitors of human LYPLA2; inhibition, % at 5.9 µM; hit rate 0.38% among 320,000; AID 2177; recombinant LYPLA2, FP-Rh probe fluorescence polarization; O95372;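 active = inhibition above the screen-wide mean plus 3 SD, limit set per campaign, cut at about 26% in these data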;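 note: 0% = LYPLA2 with DMSO and 100% = wells lacking LYPLA2 enzyme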
Target sequence (O95372 whole entry, looked up): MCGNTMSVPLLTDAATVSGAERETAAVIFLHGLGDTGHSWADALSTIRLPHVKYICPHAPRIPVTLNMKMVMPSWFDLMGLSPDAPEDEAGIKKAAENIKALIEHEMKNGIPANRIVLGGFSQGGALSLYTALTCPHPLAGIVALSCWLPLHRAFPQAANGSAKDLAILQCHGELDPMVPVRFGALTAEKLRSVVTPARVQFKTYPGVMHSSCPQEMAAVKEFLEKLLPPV
The depositor's hits bear a star; nt = not tested or not shown. Some of the compounds tested, so the mix of outcomes need not match the whole.

nr	SMILES	JMJD2C inh	HCV core dimer	PREPL inh	LYPLA2 inh	Efflux pump inh	Fh CTSL1 inh	PP5 primary	PP1 inh	TPT1 inh
1	CCOC(=O)/C=c1\s/c(=C(\C#N)C(=O)OCC)n(-c2ccccc2)c1=O	15	11	-11	-14	0.1	0	1.8	0	3
2	c1ccc2[nH]c(SCCN3CCOCC3)nc2c1	8	-1	2	1	-0.3	3	0.1	2	-3
3	CCN(c1ccccc1)S(=O)(=O)c1ccc(C(=O)NCC2(N(C)C)CCCCC2)cc1	-4	nt	-15	-1	0.1	nt	-0.5	-9	nt
4	CCCOC(=O)c1cc2ccccc2oc1=O	nt	-1	-2	2	-0.1	3	-0.1	-4	2
5	CCOc1ccccc1N(CC(=O)Nc1cc(OC)ccc1OC)S(C)(=O)=O	-6	3	6	-1	0.4	0	2.3	-4	7
6	CCCc1ccc2oc(C(=O)N3CCC(C(N)=O)(N4CCCCC4)CC3)c(C)c2c1	4	10	-3	2	0.0	-2	-1.6	-1	-2
7	O=C(/C=C/c1ccccc1)C1=C(O)C(=O)N(CCO)C1c1ccccc1[N+](=O)[O-] (configuration not stated)	-2	11	-6	9	0.0	2	2.2	-2	-3
8	CCN(CC)C(=O)CSc1nnc(SCc2ccc(Cl)cc2)s1	-10	4	11	-1	0.2	2	3.8	0	-4
9	COc1cc(NC(=O)c2c(-c3ccccc3Cl)noc2C)c2ncccc2c1	2	-1	-3	0	0.3	0	0.6	-1	0
10	O=C(CSc1nc(O)cc(=O)n1-c1ccccc1)Nc1ccc2c3c(cccc13)CC2	6	17	-1	-15	-0.1	-3	1.8	16*	3
11	COc1ccc(-n2cc(CNCCc3cnc[nH]3)c(-c3cccc(F)c3)n2)cc1	-3	-3	1	0	-0.1	-1	-0.2	0	-1
12	CCc1cc(CNC(=O)CC2C(=O)NCCN2CC2CCCCC2)on1 (configuration not stated)	6	3	6	3	0.1	1	0.5	-1	-3
13	CC(=O)N(C)c1ccc(NS(=O)(=O)c2cccc3nsnc23)cc1	0	0	-3	-2	0.1	2	-1.3	-2	-1
14	C[n+]1ccccc1/C=C/c1ccc(C#N)cc1	-4	1	1	0	0.0	1	0.2	-3	-1
15	Cn1c(=NC(=O)CS(=O)(=O)c2ccc(F)cc2)sc2ccccc21	10	3	-19	-2	0.0	1	-1.6	-4	5
16	CS(=O)(=O)N1CCN(c2ccccc2NC(=O)c2ccc([N+](=O)[O-])o2)CC1	-12	14	3	-6	0.0	0	1.3	-3	-1
17	O=C(O)c1ccc(/C=N/NC(=O)c2cc(-c3cccs3)nc3ccccc23)cc1	-2	3	5	-1	-0.4	1	1.7	4	3
18	O=C(NCC(=O)N(Cc1ccccc1)C(C(=O)NCC1CCCO1)c1ccccc1)c1ccco1 (configuration not stated)	-4	-2	3	-6	-0.2	3	1.1	-3	1
19	O=C(CN1CCOCC1)Nc1ccc(-c2nc3ccccc3[nH]2)cc1	26	-2	-2	-2	-0.2	1	-0.7	-4	1
20	COC(=O)CSc1nnc(Cc2ccccc2)n1-c1ccc(C)cc1	-6	10	3	-5	0.1	-2	-0.2	-4	2
21	COCCN(C(=O)CSc1nc2ccccc2c(=O)n1CC(C)C)c1c(N)n(Cc2ccccc2)c(=O)[nH]c1=O	5	3	-2	5	0.0	4	1.7	-2	2
22	Clc1ccc(-c2nnc3sc(Cc4cccs4)nn23)c(Cl)c1	4	-4	2	3	0.1	0	3.9	4	-1
23	Cn1nc(C(=O)NNC(=O)C2CSC3(C)CCC(=O)N23)c2ccccc2c1=O (configuration not stated)	6	-2	11	7	0.0	-5	-0.3	-4	-1
24	Cc1ccc(CNC(=O)CN(Cc2cccs2)C(=O)C2(C)CC(=O)N=C3C=CC=CN32)cc1 (configuration not stated)	0	1	-5	-7	0.0	-2	1.5	4	2
25	C=CCN1C(=O)C(Cc2ccc(SC(F)F)cc2)SC1=Nc1ccc(C(=O)O)cc1 (configuration not stated)	41	9	1	13	0.0	-2	2.7	-1	0

(more compounds)
nr	SMILES	JMJD2C inh	HCV core dimer	PREPL inh	LYPLA2 inh	Efflux pump inh	Fh CTSL1 inh	PP5 primary	PP1 inh	TPT1 inh
26	Cc1ccc(SCCC(=O)N2CCC(C)CC2)cc1	-20	1	9	-1	0.4	-7	0.1	-4	-1
27	Cc1nnc(SCc2nc3ccccc3nc2C)s1	-3	2	0	-5	0.1	2	12*	-2	-1
28	CCOc1ccc(S(=O)(=O)N2CCOCC2)c2ccccc12	22	-4	-2	3	0.1	4	4.0	0	0
29	COc1ccc(OC)c(C2=NOC(C(=O)Nc3ccccc3SC)C2)c1 (configuration not stated)	-2	4	-5	-6	0.0	-2	-0.7	1	2
30	O=C(Cc1ccsc1)NNC(=O)c1ccccc1O	12	4	2	7	0.0	2	-2.0	-3	3
31	CC1(C(=O)N/N=C/c2ccc3c(c2)OCO3)CC1(Br)Br (configuration not stated)	9	4	-12	3	0.0	1	1.8	-1	0
32	Nc1ncnc2nc(SCC(=O)Nc3cccc(C(F)(F)F)c3)[nH]c12	-31	1	-25	9	0.0	-1	0.8	3	0
33	COc1ccc(Cl)cc1N1C(=O)CC(Sc2ccccc2N)C1=O (configuration not stated)	-4	4	1	-3	0.0	-2	2.1	1	0
34	Cc1nc2n[nH]c(N)c2c2c1CCCC2	-1	-5	-2	-1	-0.1	-2	0.3	-2	-1
35	Cc1ccc(NC(=S)NC2CC3CCC(C2)N3Cc2ccco2)cc1C (configuration not stated)	1	-3	14	3	0.1	-3	-3.0	-2	-1
36	CCC(CNC(=O)c1c(C)nn(-c2ccccc2)c1Cl)c1ccccc1 (configuration not stated)	3	11	-2	-5	-0.1	4	-1.0	-2	-2
37	O=C(CC(=O)N/N=C/c1c(Cl)cccc1Cl)NCc1cccnc1	9	4	0	3	-0.3	-1	1.5	-2	2
38	COc1cccc(CCc2nnc(CCC(=O)NC(C)Cc3cccs3)o2)c1 (configuration not stated)	-1	-3	9	6	0.1	-4	1.0	-5	0
39	COc1ccccc1C(=O)COC(=O)c1nc(Cl)ccc1Cl	11	9	5	4	0.0	0	1.2	0	1
40	COc1ccc(C2(CNC(=O)C(=O)Nc3ccc(C)cc3)CCOCC2)cc1	1	3	0	0	0.0	-2	2.0	-1	1
41	NC(=O)c1ccc(NC(=O)CN2CCN(c3ccccc3)CC2)cc1	4	-6	-10	2	0.1	-1	3.2	-2	-1
42	O=C(NCCCN1CCOCC1)c1ccccc1N1C(=O)[C@@H]2Cc3c([nH]c4ccccc34)C(c3ccc(F)cc3)N2C1=O (some centres not stated)	nt	-2	2	2	-0.3	0	1.0	-3	2
43	COc1ccc(S(=O)(=O)Nc2ccc3c(c2)OCO3)cc1C(=O)O	1	-1	12	8	-0.1	-2	-0.6	-5	-6
44	Cc1cc(C)n(C(=O)CNC(=O)C(c2ccccc2)c2ccccc2)n1	-1	1	0	0	0.0	2	1.0	0	1
45	Cc1nnc(SCc2cc([N+](=O)[O-])cc3c2OCOC3)[nH]c1=O	6	1	-11	-4	0.0	-1	0.1	-2	0
46	COc1ccc(C2N(c3ccc(OC)cc3)C(=O)C3CCCN32)cc1 (configuration not stated)	8	-4	3	2	0.1	-3	0.1	1	1
47	COc1ccc(NC(=O)c2cc(-c3cc(C)ccc3O)n[nH]2)cc1Cl	-4	2	5	-2	-0.2	0	1.0	0	1
48	Cc1ccn2c(=O)nc(SCC(=O)c3ccccc3)nc2c1	4	33	7	2	-0.2	1	3.7	0	4
49	COc1cccc(/C=C/c2ccncc2)c1OC	-6	2	5	5	0.1	10	-1.4	-1	0
50	COc1ccc(S(=O)(=O)N2CCOCC2)cc1C(=O)NC1CCCCC1	1	-6	-4	3	-0.4	-2	-1.1	7	-2

Reprinted, entries 26 to 28
nr	SMILES	JMJD2C inh	HCV core dimer	PREPL inh	LYPLA2 inh	Efflux pump inh	Fh CTSL1 inh	PP5 primary	PP1 inh	TPT1 inh
26	Cc1ccc(SCCC(=O)N2CCC(C)CC2)cc1	-20	1	9	-1	0.4	-7	0.1	-4	-1
27	Cc1nnc(SCc2nc3ccccc3nc2C)s1	-3	2	0	-5	0.1	2	12*	-2	-1
28	CCOc1ccc(S(=O)(=O)N2CCOCC2)c2ccccc12	22	-4	-2	3	0.1	4	4.0	0	0

More results follow:
nr	SMILES	JMJD2C inh	HCV core dimer	PREPL inh	LYPLA2 inh	Efflux pump inh	Fh CTSL1 inh	PP5 primary	PP1 inh	TPT1 inh
51	O=C(Nc1ccc(S(=O)(=O)N2C[C@@H]3C[C@@H](C2)c2cccc(=O)n2C3)cc1)c1ccc(F)cc1	-1	nt	4	4	-0.1	nt	1.8	-2	nt
52	O=C(NCCCN1CCCC1)c1ccc(CS(=O)(=O)c2ccc(Br)cc2)o1	-5	2	-7	-5	-0.4	1	-1.4	-1	2
53	COc1ccc(C(=O)N(CC2CCCO2)C(C(=O)NCCC(C)C)c2ccc(C)cc2)cc1OC (configuration not stated)	7	-6	10	1	0.9	-4	2.8	1	-1
54	Cn1c(=O)oc2cc(S(=O)(=O)N3CCCC(C(=O)NC4CCCc5ccccc54)C3)ccc21 (configuration not stated)	-2	0	-3	-2	-0.1	-2	2.3	2	-2
55	COc1cccc(=O)c2c(C)n(-c3cc(C)cc(C)c3)c(C)c12	3	19	16	2	0.0	2	2.6	5	13
56	Cc1nc(SCC(=O)Nc2nccs2)c(C#N)c(C)c1C	10	nt	1	-5	0.2	nt	2.7	-1	nt
57	CCN=C1S/C(=C\c2ccc(O)c(OCC)c2)C(=O)N1CC	1	-12	20	2	-0.2	2	2.2	1	1
58	CCOc1ccc(S(=O)(=O)N2CCN(Cc3ccco3)CC2)cc1	10	6	0	-2	0.1	-1	2.1	-4	1
59	Cc1cc(S(=O)(=O)NCc2ccccc2)ccc1OCC(=O)NCc1ccccn1	2	-10	10	2	-0.1	2	-0.2	-1	-5
60	CCN1C(=O)C(Cc2nc3ccccc3c(=O)n2C)c2ccccc21 (configuration not stated)	-1	6	-8	1	0.1	-1	1.9	-1	-1
61	CCN(Cc1ccccc1)S(=O)(=O)c1ccc(F)cc1	-9	1	-2	3	-0.1	-2	-0.3	0	-1
62	O=C(O)CCCc1nc(-c2ccc(Cl)cc2)no1	-1	-13	15	3	0.1	1	2.1	1	-2

One compound at a time, as listed above. Values in the order: JMJD2C inh	HCV core dimer	PREPL inh	LYPLA2 inh	Efflux pump inh	Fh CTSL1 inh	PP5 primary	PP1 inh	TPT1 inh
COc1ccc(C(=O)N(CC2CCCO2)C(C(=O)NCCC(C)C)c2ccc(C)cc2)cc1OC (configuration not stated) across the screens: 7	-6	10	1	0.9	-4	2.8	1	-1
O=C(O)CCCc1nc(-c2ccc(Cl)cc2)no1 across the screens: -1	-13	15	3	0.1	1	2.1	1	-2
Cc1cc(S(=O)(=O)NCc2ccccc2)ccc1OCC(=O)NCc1ccccn1 across the screens: 2	-10	10	2	-0.1	2	-0.2	-1	-5
COc1cccc(=O)c2c(C)n(-c3cc(C)cc(C)c3)c(C)c12 across the screens: 3	19	16	2	0.0	2	2.6	5	13
O=C(Nc1ccc(S(=O)(=O)N2C[C@@H]3C[C@@H](C2)c2cccc(=O)n2C3)cc1)c1ccc(F)cc1 across the screens: -1	nt	4	4	-0.1	nt	1.8	-2	nt
